# Compound activity as filed in PubChem BioAssay.
# Growth percent in the NCI-60 one-dose screen (48 h, 10 µM unless noted): 100 = growth as untreated, 0 = no growth, -100 = all killed.
# T-47D = T-47D breast cancer; AID 1794792; 79,000 tested, 5% active
# SR = SR leukemia cells; 73,000 tested, 8.7% active
# MDA-MB-231 = MDA-MB-231 breast cancer | 81,000 tested, 5% active
# MCF7 = MCF7 breast cancer; 82,000 tested, 6.3% active; AID 1794796
# MOLT-4 = MOLT-4 leukemia cells; 80,000 tested, 6.9% active
# MDA-MB-468 = MDA-MB-468 breast cancer; 78,000 tested, 8.5% active; AID 2202374
# BT-549 = BT-549 breast cancer. 78,000 tested, 4.4% active. AID 1794793
# K-562 = K-562 leukemia. 78,000 tested, 7.4% active. AID 1794777
# * hit, by the source's call; nt = no result given. Rule for the calls: active = growth percent below 10; inactive = the rest.
SMILES,T-47D,SR,MDA-MB-231,MCF7,MOLT-4,MDA-MB-468,BT-549,K-562
CCCc1nc2ccccc2[nH]1,116,97,100,90,100,105,nt,110
CC(=O)CC(C)(C)NC(=S)Nc1ccc(O)cc1,95,115,106,91,108,87,105,116
COc1cccc(-c2nc3sccn3c2-c2ccnc(NCCNC(=O)Nc3ccccc3)n2)c1,82,93,103,96,75,101,96,99
c1csc(C2=N[C@@H](c3cccs3)[C@@H](c3cccs3)N2)c1,96,89,90,99,105,94,103,109
N#Cc1c(-c2cccs2)nc2c(c(-c3ccccc3)nn2-c2ccccc2)c1-c1ccc(O)cc1,74,79,96,80,93,109,102,39
Cc1nc(-c2ccc(OCC(C)C)c(C#N)c2)sc1C(=O)O,93,nt,96,nt,92,102,94,116
CCSC1C(=O)N(C)C(SCC)C(=O)N1C (stereo not drawn),98,126,124,105,107,108,99,103
CCOC(=O)CN1C(=O)N2CC[C@@H](OC(C)=O)C[C@H]2c2ccccc21,87,95,110,97,95,99,102,94
Cc1ccc(C(=O)c2ccccc2)cc1C,100,91,94,106,90,92,100,98
N#Cc1ccccc1-c1ccc(CN2C(=O)S/C(=C\c3ccc([N+](=O)[O-])cc3)C2=O)cc1,97,95,100,101,105,98,113,91
Cc1cc(C(=O)c2ccccc2Cl)ccc1O,99,107,110,108,95,94,nt,105
COC(=O)c1c2c(c[n+]([O-])c1C)C(=O)C=C(NCc1ccccc1)C2=O,-48*,-10*,-18*,-57*,-44*,-75*,-87*,-29*
Cc1ccc2nc(NC(=O)CSc3nc(N/N=C/c4ccc(Cl)cc4)c(C#N)c(-c4ccccc4)n3)sc2c1,94,16,100,91,90,106,103,90
NS(=O)(=O)c1ccc(Nc2nc(SCC(=O)c3ccc(Cl)cc3)nc3c2CCC3)cc1,71,69,75,91,66,84,104,63
CCC(C)(C)c1ccc([N+](=O)[O-])cc1,110,74,106,108,67,107,106,99
CCOC(=O)c1c(C)nc2c(c1N)/C(=C/c1ccc[nH]1)C(=O)N2Cc1ccccc1,78,100,74,73,89,104,91,88
CC(=O)OCC(OC(C)=O)C1OC(c2ccccc2)OC(C(COC(C)=O)OC(C)=O)C1OC(C)=O (stereo not drawn),98,93,106,100,97,92,100,104
Cc1ccc(-n2c(-c3cc4ccccc4nc3Cl)noc2=O)c(C)c1,23,68,59,72,69,43,83,58
COc1cc2c(c(OC)c1OC)C(=O)CC(c1cccc(NC(=O)[C@@H](N)C(C)C)c1)O2 (stereo partly drawn),91,94,99,89,105,91,97,111
C=CC(=O)NC(=O)Nc1ccccc1Cl,66,40,72,27,40,30,75,41
COc1nc2c(cc1S(=O)(=O)c1ccccc1)CCc1c-2cnn1-c1ccccc1,40,45,89,76,55,45,79,54
CCCCCCCCCCCCCCCCCCOCC(COCCOCC[N+]1(CCCCCC(=O)[O-])CCCC1)Oc1ncccn1 (stereo not drawn),42,30,52,26,33,nt,34,20
COC(=O)c1nc(Br)cnc1N,92,93,99,94,nt,101,99,98
CC[N+](C)(C)c1cccc(O)c1,112,89,123,96,100,116,106,nt
N#Cc1ccc(C(F)(F)F)nc1N1CCC(C(=O)Nc2ccc3c(c2)OCO3)CC1,86,77,99,79,82,93,84,79
CC(CC(C)(C)C)C(=O)NC(N)=O (stereo not drawn),90,117,103,101,111,100,105,106
Cn1cc(-c2nc(-c3cccnc3)cs2)c2cccnc21,82,80,87,93,95,82,97,108
Clc1ccc(C2=Nc3cccc4cccc(c34)N2)cc1Cl,42,nt,97,50,nt,-44*,74,nt
CSc1nc(Nc2cccc(NC(=O)/C(C#N)=C/c3ccc(N(C)C)cc3)c2)c(C#N)c(-c2cccc([N+](=O)[O-])c2)n1,96,nt,97,81,93,105,101,77
COc1ccc(-c2cc(-c3cccnc3)nc3sc4c(=O)[nH]c(-c5ccccc5)nc4c23)cc1OC,80,79,66,100,89,95,83,103

# 20 structures from above, arranged by count of non-hydrogen atoms, low to high:
SMILES,T-47D,SR,MDA-MB-231,MCF7,MOLT-4,MDA-MB-468,BT-549,K-562
CCCc1nc2ccccc2[nH]1,116,97,100,90,100,105,nt,110
CC(CC(C)(C)C)C(=O)NC(N)=O (stereo not drawn),90,117,103,101,111,100,105,106
CCC(C)(C)c1ccc([N+](=O)[O-])cc1,110,74,106,108,67,107,106,99
C=CC(=O)NC(=O)Nc1ccccc1Cl,66,40,72,27,40,30,75,41
CCSC1C(=O)N(C)C(SCC)C(=O)N1C (stereo not drawn),98,126,124,105,107,108,99,103
Cc1cc(C(=O)c2ccccc2Cl)ccc1O,99,107,110,108,95,94,nt,105
CC(=O)CC(C)(C)NC(=S)Nc1ccc(O)cc1,95,115,106,91,108,87,105,116
c1csc(C2=N[C@@H](c3cccs3)[C@@H](c3cccs3)N2)c1,96,89,90,99,105,94,103,109
Cn1cc(-c2nc(-c3cccnc3)cs2)c2cccnc21,82,80,87,93,95,82,97,108
Cc1nc(-c2ccc(OCC(C)C)c(C#N)c2)sc1C(=O)O,93,nt,96,nt,92,102,94,116
CCOC(=O)CN1C(=O)N2CC[C@@H](OC(C)=O)C[C@H]2c2ccccc21,87,95,110,97,95,99,102,94
COC(=O)c1c2c(c[n+]([O-])c1C)C(=O)C=C(NCc1ccccc1)C2=O,-48*,-10*,-18*,-57*,-44*,-75*,-87*,-29*
COc1nc2c(cc1S(=O)(=O)c1ccccc1)CCc1c-2cnn1-c1ccccc1,40,45,89,76,55,45,79,54
NS(=O)(=O)c1ccc(Nc2nc(SCC(=O)c3ccc(Cl)cc3)nc3c2CCC3)cc1,71,69,75,91,66,84,104,63
N#Cc1ccccc1-c1ccc(CN2C(=O)S/C(=C\c3ccc([N+](=O)[O-])cc3)C2=O)cc1,97,95,100,101,105,98,113,91
COc1cccc(-c2nc3sccn3c2-c2ccnc(NCCNC(=O)Nc3ccccc3)n2)c1,82,93,103,96,75,101,96,99
COc1ccc(-c2cc(-c3cccnc3)nc3sc4c(=O)[nH]c(-c5ccccc5)nc4c23)cc1OC,80,79,66,100,89,95,83,103
Cc1ccc2nc(NC(=O)CSc3nc(N/N=C/c4ccc(Cl)cc4)c(C#N)c(-c4ccccc4)n3)sc2c1,94,16,100,91,90,106,103,90
CSc1nc(Nc2cccc(NC(=O)/C(C#N)=C/c3ccc(N(C)C)cc3)c2)c(C#N)c(-c2cccc([N+](=O)[O-])c2)n1,96,nt,97,81,93,105,101,77
CCCCCCCCCCCCCCCCCCOCC(COCCOCC[N+]1(CCCCCC(=O)[O-])CCCC1)Oc1ncccn1 (stereo not drawn),42,30,52,26,33,nt,34,20

# (next part)
SMILES,T-47D,SR,MDA-MB-231,MCF7,MOLT-4,MDA-MB-468,BT-549,K-562
NC(=Nc1ccccc1)c1ccc2[nH]c3c(c2c1)CCCC3,nt,74,69,85,93,93,nt,81
COc1ccc(-c2cc(-c3cccnc3)nc3sc4c(c23)N=CN2CCN=C42)cc1OC,96,74,90,49,92,73,85,57
OCC(Cl)(Cl)C(Cl)(Cl)CO,103,96,122,96,96,105,109,97
Nc1nonc1-c1nc2ccccc2n1Cc1ccncc1,94,90,97,102,94,104,102,96
C/C(=N\NC(=S)Nc1ccc(C)cc1)c1sc(Nc2ccccc2)nc1C,87,58,81,62,94,104,96,56
N[C@H]1CCC[C@@H](O)C1O (stereo partly drawn),100,114,98,92,113,96,107,112
Cc1ccccc1N1C(=O)CSC1=S,132,104,93,169,57,80,nt,96
Clc1ccc(-c2nnc(Cn3c(Cc4cccc5ccccc45)nc4ccccc43)o2)cc1,84,nt,88,93,76,95,100,91
COC(=O)c1cccc([N+](=O)[O-])c1C(=O)OC,120,nt,100,98,111,nt,110,nt
C=C(C)[C@@H]1CC[C@]2(c3ncc(C)o3)CC[C@]3(C)[C@H](CC[C@@H]4[C@@]5(C)CCC(=O)C(C)(C)[C@@H]5CC[C@]43C)[C@@H]12,79,nt,79,97,nt,94,99,nt
CCC(=O)c1cc(C(=O)CC)n2ccc3ccccc3c12,104,113,97,95,100,108,115,98
O=C(N/N=C/c1cccc(O)c1)c1ccc2nc(-c3ccc(Cl)cc3)[nH]c2c1,20,74,55,28,31,34,95,50
NC(=O)c1ccc[n+](Cc2ccc(Cl)cc2Cl)c1,85,7.8*,103,96,nt,101,76,93
CC1C(/C=N/NC(N)=S)C(C#N)(C#N)C1(C#N)C#N (stereo not drawn),85,86,106,97,89,113,110,84
CCC(C)COCCOCCCN1C(=O)C2C3C=CC(C3)C2C1=O (stereo not drawn),105,98,114,92,95,109,106,99
O=c1c2c3c(sc2n2c(CN4CCN(c5ccccc5)CC4)nnc2n1Cc1ccccc1)CCCC3,95,98,100,98,89,102,96,94
COc1cccc(-c2nc(-c3ccc(NS(C)(=O)=O)cc3)[nH]c2-c2ccnc(Br)c2)c1,45,22,78,50,52,50,87,41
O=C(C[n+]1cccc(Br)c1)c1ccc2ccccc2c1,109,97,84,117,86,110,115,90
CC1CCN(CC(=O)Nn2c(COc3ccccc3)nc3ccccc3c2=O)CC1,68,30,78,42,88,51,98,32
COc1cc2c(=O)ccn(-c3ccc(N)cc3)c2cc1OC,95,103,90,103,113,118,98,109
C[C@H]1CCCN1Cc1nc2ccc(NC(=O)c3ccc4c(cnn4C)c3)cc2[nH]1,90,83,107,77,96,111,104,85
CCOC(=O)N1C(=O)c2ccccc2C1=O,118,nt,109,101,79,nt,154,114
CC1=C(C)CC2C(=O)C=CC(=O)C2C1 (stereo not drawn),84,112,103,87,98,108,100,101
C=C(C)[C@@H]1CC[C@]2(C)[C@H](CC[C@@H]3[C@@H]([C@@](C)(O)CCC=C(C)C)CC[C@]32C)[C@@]1(C)CCC(=O)N[C@@H](Cc1ccccc1)C(=O)OC,99,84,113,97,102,86,94,99
Cc1ccc(C)c(-c2csc(Nc3ccc(C)c(C)c3)n2)c1,39,-6.5*,39,-30*,25,15,65,-37*
O=C(c1ccccc1O)N1CCOCC1,112,106,103,108,108,105,112,112
NC(=O)NNC(=O)c1ccccc1,111,nt,113,100,102,110,107,103
COC(=O)C(CC(=O)c1ccccc1)C(c1ccccc1)[N+](=O)[O-] (stereo not drawn),96,105,101,98,88,109,93,99
COc1cc(N2C(=O)CSC2=S)cc(OC)c1OC,95,nt,101,98,108,102,111,99
O=C1C(Cl)=C(NC(=O)C2CCCCC2)C(=O)C(Cl)=C1NC(=O)C1CCCCC1,89,70,114,94,51,31,114,68
Cn1c2ncccc2c2c3c(c4c5ccccc5ccc4c21)C(=O)NC3=O,70,77,95,46,91,75,107,98
COc1cccc(OC)c1N,91,102,105,100,99,115,111,101
Cc1ccc(S(=O)(=O)NCCNc2nccc(-c3c(-c4cccc(N)c4)nc4sccn34)n2)cc1,52,96,86,83,88,63,87,67
O=C(/C=C/c1ccccc1Cl)c1cccc(OCCCCOc2cccc(C(=O)/C=C/c3ccccc3Cl)c2)c1,91,81,102,52,94,110,116,99
COc1nc(N)c(CNc2ccccc2)c(=O)n1C,97,164,95,128,109,99,nt,99
O=C(Nc1sc2c(c1C(=O)NCc1cccs1)CCCC2)c1ccccc1,83,89,74,90,95,100,99,109
Clc1cc(Cl)cc(-c2ccc(-c3ccc(/C=N/NC4=NCCN4)cc3)s2)c1,56,8.3*,62,16,15,-3.6*,94,-1.1*
O=C(NCCc1c[nH]c2ccccc12)C1CCN(S(=O)(=O)c2ccc3ccccc3c2)CC1,49,96,70,80,49,85,78,70
CCN(CC)C(=O)c1ccccc1Cl,nt,100,99,98,110,93,nt,107
OC[C@H]1OC([S-])[C@H](O)[C@@H](O)[C@@H]1O.[Au+] (stereo partly drawn),86,42,70,73,76,91,87,nt
CC1=CC2N=NN(Cc3cccc(NC(=O)CCC(=O)O)c3)C2C=C1C (stereo not drawn),110,86,99,105,101,107,100,89
O=C(Nc1ccccc1)C1CN(CCc2ccccc2)CCS1 (stereo not drawn),104,96,96,97,91,105,117,nt
Nc1ccc2c(Cl)cc(Cl)cc2c1,90,131,90,66,104,96,104,101
CCCCCCCc1ccc(C(=O)CCN2CCOCC2)cc1,99,96,93,87,100,91,113,95
CC(=O)c1cc2c(N)c(C(=O)Nc3ccncc3)sc2nc1C,72,85,104,92,83,87,114,92
O=C(CC(=O)C(F)(F)C(F)(F)C(F)(F)F)c1ccco1,109,131,117,114,111,97,95,118
O=C(Nc1cccnc1)c1ccc2nc(-c3ccccc3)c(-c3ccccc3)nc2c1,22,53,88,72,nt,81,66,27
Cc1cc(O)c(C(C)C)cc1N=Cc1ccc(Cl)c(Cl)c1,87,90,102,100,88,86,97,92
